Screening results from PubChem.
STAT3 blocker: inhibitors of IL-6 induced STAT3 signaling; U3A cells, IL-6 STAT3-luciferase reporter, luminescence; host cell line lacks STAT1; inhibition, % at 5.5 µM; 0.89% of 190,000 active;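 active = inhibition above the mean inhibition across all screened compounds plus 3 SD, cut at about 44% in these data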;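 note: 0% = DMSO only wells and 100% = 100 µM nifuroxazide control wells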
S1P3 antag: antagonists of human S1P3 receptor | CHO S1P3 NFAT-BLA reporter, FRET fluorescence, antagonist mode | inhibition, % at 4.98 µM | 0.27% of 170,000 active | AID 485;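 active = inhibition above the plate cutoff, the mean inhibition of test wells on that plate plus 3 SD, cut at about 28% in these data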;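 note: cells challenged with S1P at its EC80 of 0.8 µM; blue over green emission ratio from cleaved BLA substrate after 4 h stimulation; 0% = S1P-stimulated wells and 100% = unstimulated DMSO-only wells; some compounds past the cut are filed as inactive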
STAT1 inh: STAT1 signaling inhibition | inhibition, % at 5.5 µM | NIH 3T3 STAT1-luciferase reporter, IFN-gamma, luminescence | 0.35% of 200,000 active | AID 920;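 active = inhibition above a set limit, the mean inhibition across all tested compounds plus 3 SD, cut at about 34% in these data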;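 note: 0% = IFN-gamma with DMSO and 100% = IFN-gamma with 300 µM nifuroxazide; values of inactives mirror those of a sister screen read the other way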
RAM inhibit: inhibitors of the yeast RAM network | S. cerevisiae dse1pr::URA3 reporter, 5-FOA growth OD615, 2 d; analog-sensitive cbk1-as2 kinase mutant strain | 1.8% of 190,000 active | AID 868 | inhibition, % at 50 µM;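 active = inhibition above a set limit, 3 SD over mean compound inhibition, cut at about 8.4% in these data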;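 note: 0% = DMSO-only wells with no growth and 100% = 10 µM 1-NA-PP1 full growth; inhibition rescues growth on 5-FOA so higher OD means more RAM inhibition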
PPARg SRC-2 ag: PPARgamma-driven SRC-2 recruitment agonism. P37231. PPARgamma LBD-SRC-2 recruitment, biochemical. activation, % at 8 µM. 0.34% of 200,000 active. AID 1032; in the data active = activation above about 22%;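 note: 0% = vehicle and 100% = reference agonist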
PPARg SRC3 recr: agonists of human PPARgamma SRC-3 coactivator recruitment; P37231; biochemical PPARgamma/SRC-3 coactivator recruitment assay; activation, % at 8 µM; 0.26% of 200,000 active; AID 731; in the data active = activation above about 23%;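 note: 0% = DMSO and 100% = reference agonist; some compounds past the cut are filed as inactive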
STAT3 activator: activators of IL-6 induced STAT3 signaling. AID 871. 0.91% of 190,000 active. U3A cells, IL-6 STAT3-luciferase reporter, luminescence; 100% = signal with IL-6 EC80 alone. activation (% of control), % at 5.6 µM;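 active = activation above the screen-wide mean of compound activation plus 3 SD, cut at about 130% in these data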;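 note: 0% = background luminescence of wells with medium and substrate only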
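Test system: Human STAT1-deficient U3A cells with stable STAT3-luciferase reporter | Also added: Interleukin-6, 33 ng/mL | Timing: Compound pre-incubation 1 h before IL-6, then 6 h stimulation at 37 °C | Technique: Luciferase reporter luminescence | Read-out: Percent of IL-6-only median luminescence | Benchmarks: IL-6-only wells as 100% reference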
ROMK primary: modulators of human ROMK potassium channel | P48048 | Tet-inducible ROMK, thallium flux fluorescence; actives lie on both sides | B-score at 10 µM | 2% of 130,000 active | AID 1918;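 active = signal ratio slope over the read window, or its plate-corrected B-score, at least 3 SD from the plate mean, either direction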;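 note: B-score of the F/F0 ratio slope over 7 to 12 s after thallium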
SRC2 TRFRET art: counter-screen for PPARgamma SRC-2 recruitment agonists: TR-FRET artefact | active compounds read high | TR-FRET ratio at 8 µM | 0.4% of 200,000 active | AID 1049; in the data active = TR-FRET ratio above about 2000; note: inactives centre near 1500
TLR4 MyD88 comp: inhibitors of human TLR4-MyD88 binding; inhibition, % at 8.4 µM; HeLa CL3-4 TLR4/MyD88 BLA complementation, FRET ratio; 0.18% of 200,000 active; AID 861; in the data active = inhibition above about 25%;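 note: 0% = vehicle and 100% = reference inhibitor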
Target sequence (O00206 whole entry, looked up): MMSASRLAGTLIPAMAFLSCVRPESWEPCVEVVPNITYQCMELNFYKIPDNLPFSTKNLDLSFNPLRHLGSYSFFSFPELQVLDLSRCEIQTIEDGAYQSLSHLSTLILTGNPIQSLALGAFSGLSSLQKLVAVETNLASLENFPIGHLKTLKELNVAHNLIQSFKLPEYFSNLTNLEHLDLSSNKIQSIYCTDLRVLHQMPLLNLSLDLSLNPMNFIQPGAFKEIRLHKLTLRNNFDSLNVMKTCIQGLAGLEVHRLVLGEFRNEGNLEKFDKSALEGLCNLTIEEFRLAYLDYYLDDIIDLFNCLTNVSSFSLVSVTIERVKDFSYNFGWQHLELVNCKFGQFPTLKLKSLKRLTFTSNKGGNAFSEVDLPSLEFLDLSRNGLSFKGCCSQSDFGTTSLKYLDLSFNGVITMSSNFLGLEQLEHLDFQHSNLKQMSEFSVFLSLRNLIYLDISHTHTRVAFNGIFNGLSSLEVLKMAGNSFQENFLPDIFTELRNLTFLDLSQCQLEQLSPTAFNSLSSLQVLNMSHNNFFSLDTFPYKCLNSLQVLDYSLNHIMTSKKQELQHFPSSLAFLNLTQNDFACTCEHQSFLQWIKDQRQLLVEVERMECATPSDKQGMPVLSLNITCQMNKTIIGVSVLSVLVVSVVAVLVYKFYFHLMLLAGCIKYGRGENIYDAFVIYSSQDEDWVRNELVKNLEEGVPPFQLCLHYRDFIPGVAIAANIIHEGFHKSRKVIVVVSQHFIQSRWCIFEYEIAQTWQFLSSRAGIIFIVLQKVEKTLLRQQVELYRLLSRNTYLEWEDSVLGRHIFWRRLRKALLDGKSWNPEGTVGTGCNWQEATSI
Target sequence (Q99836 whole entry, looked up): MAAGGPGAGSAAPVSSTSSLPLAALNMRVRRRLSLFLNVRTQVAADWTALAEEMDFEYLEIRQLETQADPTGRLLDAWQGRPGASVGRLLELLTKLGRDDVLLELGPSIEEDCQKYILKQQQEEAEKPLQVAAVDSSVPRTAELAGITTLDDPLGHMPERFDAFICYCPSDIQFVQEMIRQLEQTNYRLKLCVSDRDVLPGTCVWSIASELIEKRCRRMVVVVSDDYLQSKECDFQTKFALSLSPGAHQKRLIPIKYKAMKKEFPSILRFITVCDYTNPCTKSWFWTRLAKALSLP
PPARg SRC-1 ag: agonists of human PPARgamma SRC-1 coactivator recruitment; P37231; 0.41% of 200,000 active; activation, % at 8 µM; PPARgamma-SRC-1 coactivator recruitment biochemical assay; in the data active = activation above about 19%;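 note: 0% = DMSO and 100% = reference agonist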
* hit, by the source's call; . = not tested or not shown.

SMILES	STAT3 blocker	S1P3 antag	STAT1 inh	RAM inhibit	PPARg SRC-2 ag	PPARg SRC3 recr	STAT3 activator	ROMK primary	SRC2 TRFRET art	TLR4 MyD88 comp	PPARg SRC-1 ag
Cc1cccc(N2CCN(S(=O)(=O)c3ccc(S(=O)(=O)N4CCCC4)cc3)CC2)c1C	-7	.	-9	1.4	-4	-7	103	0.05	1330	1	6
Cc1ccc(-n2c(O)c(/C=N/c3ncn[nH]3)c3ccccc3c2=O)cc1	10	-18	10	12*	5	1	96	-0.52	1691	-1	11
COc1cccc(CNC(=O)c2c[nH]n3c(=O)c(Cl)c(C)nc23)c1	3	10	6	0.9	-1	3	101	0.66	1665	7	3
Nc1ccccc1N1CCOCC1	-2	.	3	-0.1	-2	9	102	1.3	1505	-4	6
CCOC(=O)CSc1nnc(-c2ccc(S(=O)(=O)N3CCC(C)CC3)cc2)o1	-1	-24	1	0.8	-2	11	107	-0.48	1608	-2	1
CC1(C)C2CCC13CS(=O)(=O)NC3C2 (configuration not stated)	-4	.	-3	1.5	15	2	106	-0.062	1474	1	-3
CCOC(=O)Cc1csc(NC(=O)c2cc3c(s2)CCCC3)n1	2	.	-1	1.3	6	-1	103	-0.24	1552	-7	3
COc1ccc(CC(=O)Nc2oc(-c3ccccc3)c(-c3ccccc3)c2C#N)cc1OC	12	4	5	7.0	1	1	93	.	1453	-8	-4
CC(C)c1cc(C(=O)Nc2ccc3c(c2)OCO3)no1	9	-10	-21	-1.2	-14	2	92	.	1557	-13	12
O=C(CN1C(=O)c2ccccc2C1=O)OCC(=O)N1CCc2ccccc2C1	13	10	3	1.1	8	3	95	.	1676	0	6
O=c1[nH]c2cc3c(cc2cc1CN(Cc1ccc2c(c1)OCO2)Cc1nnnn1CC1CCCO1)OCO3 (configuration not stated)	-2	.	-3	4.5	-4	14	104	.	1595	2	-3
Fc1ccc(/C=C/c2nnc(-c3cccs3)o2)cc1	27	3	-32	3.4	5	2	79	.	1562	3	0
Cc1cc(C)n2nc(SCC(=O)N/N=C/c3cccc(Br)c3)nc2n1	22	.	2	0.0	5	-3	84	0.77	1591	-15	-2
COCCSc1ccccc1C(=O)Nc1ccc2c(c1)OCO2	8	2	9	0.8	-7	0	95	0.17	1388	7	-10
COc1ccc(N2C(=O)C3CCCN3C2c2ccc(C)cc2)cc1Cl (configuration not stated)	9	10	0	1.9	-5	-8	96	-0.44	1526	-12	3
COc1ccc(/C=N/NC(=O)C2c3ccccc3Oc3ccccc32)c(OC)c1	5	.	5	3.9	2	-3	104	.	1612	11	14
O=C(N1CCOCC1)N1CCN(c2nc(-c3ccccc3)cs2)CC1	8	-29	-9	0.1	0	-3	100	.	1397	7	-6
Cc1cccc(C)c1NC(=S)N1CCC(c2ccccc2)C1 (configuration not stated)	11	15	3	-0.1	4	0	96	-1.3	1646	-3	4
CC(=O)c1cccc(NC(=S)NC(=O)c2ccccc2Cl)c1	7	3	-6	2.3	1	0	96	.	1540	3	-1
COc1cccc(CNC(=O)c2nnn(CC(=O)Nc3ccc4c(c3)OCO4)c2N)c1	-5	-13	4	1.4	1	1	105	-0.31	1726	8	2
CC(=O)c1ccc(N2CCN(C(=O)CCS(=O)(=O)c3ccc(C)cc3)CC2)cc1	18	17	14	0.6	11	-1	90	.	1739	14	4
Cc1nn(Cc2ccc(Cl)cc2Cl)c(C)c1NC(=O)c1nc2n(n1)C(C(F)F)CC(C)N2 (configuration not stated)	2	-27	0	2.4	2	-7	102	.	1427	-4	-6
O=C(NCc1ccccc1)NC1(C(=O)Nc2ccc3c(c2)OCCO3)CCCCC1	12	13	1	4.6	2	6	91	.	1609	-6	6
CCOC(=O)c1c(NC(=O)C2(C)Cc3ccccc3C(=O)O2)sc2c1CCCC2 (configuration not stated)	2	-1	-6	2.3	4	-3	96	0.63	1686	5	6
Cc1ccc(-c2noc(CSc3nnc(Cc4cccs4)n3-c3ccccc3)n2)cc1	11	.	4	3.1	6	-2	95	.	1511	-8	4

Molecules above containing fluorine:
SMILES	STAT3 blocker	S1P3 antag	STAT1 inh	RAM inhibit	PPARg SRC-2 ag	PPARg SRC3 recr	STAT3 activator	ROMK primary	SRC2 TRFRET art	TLR4 MyD88 comp	PPARg SRC-1 ag
Fc1ccc(/C=C/c2nnc(-c3cccs3)o2)cc1	27	3	-32	3.4	5	2	79	.	1562	3	0
Cc1nn(Cc2ccc(Cl)cc2Cl)c(C)c1NC(=O)c1nc2n(n1)C(C(F)F)CC(C)N2 (configuration not stated)	2	-27	0	2.4	2	-7	102	.	1427	-4	-6

Remaining list, next part:
SMILES	STAT3 blocker	S1P3 antag	STAT1 inh	RAM inhibit	PPARg SRC-2 ag	PPARg SRC3 recr	STAT3 activator	ROMK primary	SRC2 TRFRET art	TLR4 MyD88 comp	PPARg SRC-1 ag
CCCNC(=O)c1ccccc1NC(=O)C1COc2ccccc2O1 (configuration not stated)	13	.	1	0.6	-1	12	93	.	1654	-7	0
Nc1nc(-c2cccnc2)nn1C(=O)c1ccc(Cl)cc1	26	-4	-3	1.0	4	1	81	-1.1	1840	-17	8
O=C(Cc1ccccc1)c1c[nH]c(C(=O)O)c1	11	-21	2	0.5	5	6	92	-0.0063	1557	-3	4
O=C(Cc1c(C(=O)O)[nH]c2ccc(Cl)cc12)Nc1ccc2c(c1)OCCO2	-7	-4	0	4.8	-2	-2	107	.	1549	11	3
Nc1cc(=O)[nH]c(SCc2cccc(Cl)c2)n1	8	-16	1	2.0	7	-1	96	.	1642	-1	6
CSc1nc(Cl)cc(Nc2ccc(O)cc2)n1	-4	-20	-29	1.9	-4	1	105	-0.0013	1504	-3	6
Cc1sc2ncn(CC(=O)NCC(=O)N(C)Cc3ccccc3)c(=O)c2c1C	10	.	-3	7.8	1	1	94	.	1505	0	5
CC(C)OC(=O)CSc1nc(C(C)C)nc2ccccc12	15	-10	-2	2.5	9	0	92	-0.42	1878	-1	6
CCCNC(=O)C1CCN(c2ccc(S(=O)(=O)N3CCOCC3)cc2Cl)CC1	7	.	12	2.0	-9	2	97	.	1396	13	-4
C=CCn1c(SCc2c(C)noc2C)nc2sc3c(c2c1=O)CCCC3	22	.	11	5.7	8	17	84	.	1674	-1	13
CSc1ccccc1NC(=S)N/N=C/c1cccn1Cc1cccc(C)c1	5	7	4	6.4	3	3	101	0.24	1811	-3	1
Cc1sc2ncn(CC(=O)NCCCC(=O)N3CCN(c4ncccn4)CC3)c(=O)c2c1C	-3	1	0	0.4	-5	-2	105	0.24	1527	-3	-3
CCOC(=O)c1sc2nc(C)[nH]c(=S)c2c1C	14	1	-12	0.4	35*	20	89	.	2175*	13	25*
CCN(CC)C(=O)COc1cccc2ccccc12	-24	-2	-12	-0.8	-3	-10	126	-1.1	1451	-10	3
COc1ccc(C(=O)NCc2nnc(SCC(=O)Nc3nnc(C)s3)o2)cc1	3	-19	3	0.8	-5	2	106	-1	1474	-3	2
COc1ccc(-n2c(SCC(=O)Nc3cc(C)on3)nc3ccc(O)cc3c2=O)cc1OC	17	-20	3	2.4	5	-8	90	-0.11	1739	0	10
O=c1ccc(/C=C/c2ccccc2)nn1Cc1ccccc1Cl	2	.	9	5.4	15	2	103	0.34	1617	-3	3
O=C(Nc1nccs1)c1ccc(-c2ccc(Cl)cc2Cl)o1	8	-13	-50	9.5*	-1	8	98	.	1496	-10	5
COc1cc(OCC(N)=O)cc(OC)c1OC	4	6	1	1.7	-10	-2	99	0.48	1387	-5	-4
Cc1ccc2c(c1)N(CCC(=O)NCC1COc3ccccc3O1)C(=O)CO2 (configuration not stated)	4	-4	-5	0.7	-2	-11	103	-1.7	1445	-11	-4
CCC(CC)C(=O)c1c[nH]c(C(=O)N2CCN(c3ccccc3)CC2)c1	13	-14	0	1.5	2	3	94	0.41	1579	-1	-2
Cc1ccc2[nH]c(O)c(N=NC(=O)C3CC3c3ccccc3)c2c1Br (configuration not stated)	7	-15	5	5.6	5	5	96	1.1	1556	-23	1
Cc1ccc(C2C(C#N)=C(N)N(c3ncn[nH]3)C3=C2C(=O)CC(C)(C)C3)cc1 (configuration not stated)	6	.	5	1.7	7	5	93	0.0091	1456	4	4
CCC(C)Sc1nc2c(c(=O)[nH]c(=O)n2C)n1CC(O)COc1cccc2ccccc12 (configuration not stated)	-15	-17	-6	7.0	11	2	115	-1.1	1660	-3	16
Cc1csc(N2CCc3ccccc32)n1	7	10	-7	1.6	-5	7	96	.	1266	10	5
SMILES	STAT3 blocker	S1P3 antag	STAT1 inh	RAM inhibit	PPARg SRC-2 ag	PPARg SRC3 recr	STAT3 activator	ROMK primary	SRC2 TRFRET art	TLR4 MyD88 comp	PPARg SRC-1 ag
CCC1SC(=NC(=O)c2ccc(Cl)c(Cl)c2)NC1=O (configuration not stated)	14	-8	-2	0.1	-3	-5	91	-0.49	1674	-6	12
CCOC(=O)c1sc(NC(=O)c2cccc(S(=O)(=O)N(CC)CC)c2)cc1C	0	.	4	10*	-5	-1	99	0.38	1503	7	-2
CC(Sc1n[nH]c(N)n1)C(=O)C12CC3CC(CC(C3)C1)C2 (configuration not stated)	8	.	-5	0.9	12	4	94	-0.62	1707	0	2
CCOC(=O)C1(Cc2cccc(OC)c2)CCCN(C(=O)c2cc(C)[nH]n2)C1 (configuration not stated)	-11	-7	-45	0.4	-3	0	112	.	1387	-7	-4
COc1ccc2cc(CN(CC3CCCO3)S(=O)(=O)c3ccccc3)c(=O)[nH]c2c1 (configuration not stated)	-3	.	-2	-2.0	13	15	103	0.5	1568	-7	12
CS(=O)(=O)N1CCC(C(=O)O)CC1	-3	.	-6	0.1	4	-4	107	-2.2e-05	1390	6	-6
Cc1ccc(C(c2nnnn2CS(=O)(=O)c2ccc(C)cc2)N2CCC(C)CC2)cc1 (configuration not stated)	-6	.	5	1.8	2	-4	109	.	1575	8	2
CCCc1nc2sc3ccccc3c(=O)c2c(=O)n1CCOC	2	.	-4	-0.1	-9	4	101	.	1403	4	4
Cc1ccc(CSc2nc3ccccc3c(=O)n2CCCC(=O)NCc2ccco2)cc1	7	.	-4	4.6	-3	3	97	.	1369	-5	11
Cc1cc(C)cc(OCC(=O)NCC2CCCO2)c1 (configuration not stated)	34	.	17	0.0	-5	-2	72	0.51	1490	-5	-4
O=C(CSc1ccc(C(F)(F)F)cc1[N+](=O)[O-])Nc1ccccc1	6	.	-4	2.9	2	-10	103	.	1464	-9	6
O=C(Oc1ccccc1C(=O)Nc1ccccc1)c1ccccc1Br	24	-20	11	5.6	2	-1	83	-0.2	1376	-9	2
CN(CCc1ccccn1)C(=O)CCC1CCCN(C(=O)c2ccccn2)C1 (configuration not stated)	14	10	2	0.2	0	5	91	-0.87	1587	-4	-5
CCc1ccc(NC(=O)c2cc(C)on2)cc1	49*	-22	-17	1.4	6	0	63	.	1564	-5	-4
O=C(CSc1ccc(F)cc1)NC12CC3CC(CC(C3)C1)C2	-14	-3	-23	-1.3	-3	-4	112	1.4	1503	-15	4
COc1cccc(OCC(O)CN2CC(C)CC(C)C2)c1 (configuration not stated)	14	-15	1	-1.2	6	-3	96	.	1699	-10	10
